High-throughput results as filed in PubChem.
Giardia killer – Giardia lamblia killing; Giardia lamblia trophozoite viability; activity change, % at 7.66 µM, hits read low; 340,000 tested, 0.15% active; AID 540267; in the data active = activity change below about -80%; inconclusive = between about -30% and that limit;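 note: parasites exposed to compound for two days anaerobically before the ATP read; % is set by controls: 0 for no effect and ±100 for the full control effect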
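Luminescence from cellular ATP indicates surviving trophozoites (100 cells/well) following 48 hrs anaerobic compound treatment at 37 deg C; signal develops 15-30 min at room temperature.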
PTAP TSG101 blk – blocks PTAP/TSG101 interaction to inhibit HIV-1 budding; Q99816; Fluorescence polarization, FITC-PTAP peptide / Tsg101 binding; Potency, µM (titrated, usually from 115 µM), inactives show top-dose activity change, negative = inhibition, usual class: inhibitors; 340,000 tested, under 10 active; active = well fitted inhibition curve with a large enough effect in the main read-out, with a control signal flat, not every such curve was filed as active; inconclusive = small, poorly fitted or top-dose-only effect, or effect the other way, or a change in a side signal; inactive = no such curve, though single readings can be large or run the other way; note: potency is the fitted concentration of half-maximal effect; % of control where 0% means no effect
Target sequence (Q99816 whole entry, looked up): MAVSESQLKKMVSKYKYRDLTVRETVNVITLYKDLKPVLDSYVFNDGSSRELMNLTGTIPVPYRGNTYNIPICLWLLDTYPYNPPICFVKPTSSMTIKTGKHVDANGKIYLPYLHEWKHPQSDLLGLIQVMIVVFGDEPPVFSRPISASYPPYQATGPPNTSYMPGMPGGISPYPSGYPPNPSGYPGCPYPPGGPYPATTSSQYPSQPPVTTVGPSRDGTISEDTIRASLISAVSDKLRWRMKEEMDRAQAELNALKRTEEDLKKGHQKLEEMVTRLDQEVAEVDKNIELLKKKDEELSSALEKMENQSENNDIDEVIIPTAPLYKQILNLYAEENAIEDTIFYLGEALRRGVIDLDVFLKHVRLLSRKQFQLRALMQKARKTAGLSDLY
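Steps: Tsg101 binding domain dispensed (10 uM final), compounds pinned in DMSO, FITC-labeled PTAP-motif peptide added (50 nM final); after 20 min binding at room temperature, polarization measured.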
GALK inhibitor – inhibitors of human galactokinase | 270,000 tested, 0.007% active | P51570 | Potency, µM (series often up to 57.5 µM), for the others: top-dose activity change, negative = inhibition, actives largely listed as inhibitors | Purified GALK, Kinase-Glo residual ATP luminescence; note: potency is the fitted concentration of half-maximal effect; % is set by controls: 0 for no effect and ±100 for the full control effect
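Kinase-Glo Plus luminescence measured ATP left after a 1 h room-temperature reaction. The reaction used 5 nM GALK, 100 uM galactose and 35 uM ATP at pH 8.0 (20 mM HEPES, 5 mM MgCl2, 60 mM NaCl, 1 mM DTT, 0.01% BSA).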
B2AR arrestin – recruits beta-arrestin to the human beta2-adrenergic receptor | AID 492947 | beta-arrestin recruitment to beta2AR, cell-based reporter | Potency, µM (top dose mostly 46.1 µM), inactives show at the top dose activation, usual class: activators | 330,000 tested, 0.02% active;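 note: potency is the fitted concentration of half-maximal effect; 0% = DMSO controls and full agonism = EC100 isoproterenol or metaproterenol; nearly all actives have a fitted effect of over 65% in size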
PKM2 activator – PKM2 (human) enzyme activation. P14618. purified PKM2, Kinase-Glo ATP luminescence, activation; response scale: 0% is enzyme alone, no compound. Potency, µM (titrated, usually from 57.5 µM), inactives show top-dose activation, most hits filed as activators. 260,000 tested, 0.34% active; note: potency is the fitted concentration of half-maximal effect; % is set by controls: 0 for no effect and ±100 for the full control effect; nearly all actives have a fitted effect of over 55% in size
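ATP formation by purified human PK-M2, quantified via coupled luciferase luminescence after 1 h at room temperature with 0.1 mM ADP and 0.5 mM PEP final.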
Tb PFK inh – T. brucei PFK enzyme inhibition; O15648; T. brucei PFK, ADP-Glo luminescence; Potency, µM (top dose mostly 57.5 µM), inactives show at the top dose activity, negative = inhibition, hits mostly inhibitors; 330,000 tested, 0.17% active; AID 485367;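 note: potency is the fitted concentration of half-maximal effect; 0% = uninhibited 1x PFK enzyme wells and -100% = no-enzyme wells; nearly all actives have a fitted effect of over 60% in size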
Target sequence (O15648 whole entry, looked up): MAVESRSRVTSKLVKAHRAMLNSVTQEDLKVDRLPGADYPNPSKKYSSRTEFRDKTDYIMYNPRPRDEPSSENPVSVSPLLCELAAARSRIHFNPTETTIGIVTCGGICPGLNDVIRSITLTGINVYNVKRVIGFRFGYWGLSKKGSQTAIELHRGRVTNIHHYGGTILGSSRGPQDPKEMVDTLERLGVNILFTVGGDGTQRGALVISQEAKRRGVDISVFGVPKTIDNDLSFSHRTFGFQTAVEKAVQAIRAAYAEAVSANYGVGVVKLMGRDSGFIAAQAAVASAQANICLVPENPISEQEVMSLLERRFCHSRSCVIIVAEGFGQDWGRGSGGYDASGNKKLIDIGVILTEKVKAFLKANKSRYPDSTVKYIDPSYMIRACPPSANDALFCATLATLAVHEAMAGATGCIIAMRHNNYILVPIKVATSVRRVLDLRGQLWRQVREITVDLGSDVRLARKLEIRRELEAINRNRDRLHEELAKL
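1.25 nM PFK with 0.5 mM F6P and 0.1 mM ATP in 0.1 M TEA pH 8.0, 5 mM MgCl2, incubated 45 min at room temperature; ADP measured by ADP-Glo luminescence; compounds titrated up to 57 uM.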
Menin MLL FP TR – menin-MLL binding inhibition, Texas Red mutant peptide | O00255 | Menin + Texas Red MLL mutant peptide, fluorescence polarization | Potency, µM (series often up to 61.6 µM), inactives show at the highest dose FP activity change, negative = inhibition, most hits filed as inhibitors | 270,000 tested, 0.23% active; active = well fitted inhibition curve with a large enough effect in the polarisation, with a control signal flat, not every such curve was filed as active; inconclusive = small, poorly fitted or top-dose-only effect, or effect the other way, or a change in a side signal; inactive = no such curve, though single readings can be large or run the other way; the % refers to the polarisation; note: potency is the fitted concentration of half-maximal effect; % of control where 0% means no effect; many of its hits are not listed in these tables
FBPA coupling cs – inhibits coupling enzyme system, counter-screen for aldolase hits; coupling enzyme system counterscreen, AmpLite Red fluorescence; activity change, negative = inhibition, % at 58.2 µM, hits read low; 290,000 tested, 0.67% active; AID 2472; in the data active = activity change below about -30%; note: % is set by controls: 0 for no effect and ±100 for the full control effect
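Final compound at 57.5 uM, incubated 10 min at RT with coupling enzyme reagent (glyceraldehyde-3-phosphate), then 20 min with substrate and AmpLite Red detection. Fluorescence read at 525/598 nm; tests interference with the coupling assay, not aldolase inhibition.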
BCR signal inh – inhibitors of chronic active B-cell receptor signaling | ABC-DLBCL IkBa-CBG/CBR reporter, luminescence ratio, 4 h | Potency, µM (titrated, usually from 46.1 µM), for the others: top-dose ratio change, negative = lower green/red ratio, usual class: inhibitors | 340,000 tested, 0.05% active | AID 493014; active = well fitted inhibition curve with a large enough effect in the signal ratio, with a control signal flat, not every such curve was filed as active; inconclusive = small, poorly fitted or top-dose-only effect, or effect the other way, or a change in a side signal; the % refers to the signal ratio;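 note: potency is the fitted concentration of half-maximal effect; plate controls were basal doxycycline-induced cells for no effect and cells given 10 µM MG132 for full effect; MG132 reads +100%, hits lower the ratio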
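Compounds up to 46 uM were incubated four hours with TMD8 cells whose green CBG68 luciferase is fused to IkappaBalpha; red CBR luminescence normalised the signal, and concentration-effect curves were fitted to fusion, red and ratio data.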
Integrin act MD – integrin-mediated muscular dystrophy alleviation activation. 350,000 tested, 0.064% active. Potency, µM (top dose mostly 38.3 µM), inactives show at the top dose activation, most hits filed as activators. alpha7betagal myoblasts, beta-gal FDG fluorescence, 48 h;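 note: potency is the fitted concentration of half-maximal effect; 100% = response of the positive control SU9516; nearly all actives have a fitted effect of over 60% in size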
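Alpha7betagal+/- myoblasts (passage 13) were plated 16-24 hr, then exposed to compounds (1:260 dilution of DMSO stock) for 48 hours at 37C. After MPER lysis, β-galactosidase reporter activity was read as FDG fluorescence (ex 480/em 540) after 30 minutes.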
ASM inhibitor – blocks human secretory acid sphingomyelinase. P17405. placental ASM, HMU-PC fluorogenic substrate, 60 min. Potency, µM (series often up to 57.5 µM), inactives show top-dose activity change, negative = inhibition, most hits filed as inhibitors. 340,000 tested, 0.006% active; note: potency is the fitted concentration of half-maximal effect
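Human placenta-derived ASM enzyme was preincubated with compound for 10 minutes at room temperature, then given fluorogenic substrate HMU-PC0 (9 uM final) for 60 minutes at 37 °C; a pH 10 stop preceded fluorescence reading at Ex 386/Em 447 nm.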
Numbers without * were called inactive; [ ] = dose if it differs, or a comment. Unless noted, calls come from the whole dose curve; as a rule, active = well fitted curve in the direction sought with a large enough effect; inconclusive = small, poorly fitted or top-dose-only effect, or another doubt; inactive = no such curve, though single readings can be large; an effect the other way counts as inactive or inconclusive.

What do the screens show for `Cc1cccc(N2CCN(C(=O)c3cccc(S(=O)(=O)N4CCCCC4)c3)CC2)c1C`?
Giardia killer: 13; PTAP TSG101 blk: 1%; B2AR arrestin: 0.0%; Tb PFK inh: -6%; BCR signal inh: 2%; Integrin act MD: 25%; ASM inhibitor: -10%

How did Fc1ccc(CNC(=S)Nc2ccccc2F)cc1 do in these assays?
Giardia killer: 22; PTAP TSG101 blk: -6%; GALK inhibitor: 0%; B2AR arrestin: -0.4%; PKM2 activator: -1%; Tb PFK inh: 0%; Menin MLL FP TR: 17%; FBPA coupling cs: 0; BCR signal inh: 3%; Integrin act MD: inconclusive; ASM inhibitor: -1%

How did COc1ccc(OCC(=O)Nc2ccc3c(c2)C(=O)NC3=O)cc1 do in these assays?
Giardia killer: 28; PTAP TSG101 blk: 1%; GALK inhibitor: -4%; B2AR arrestin: -0.1%; PKM2 activator: -1%; Tb PFK inh: -9%; BCR signal inh: 0%; Integrin act MD: 35%; ASM inhibitor: -2%

What do the screens show for `CCCCOc1ccc(-c2nc(/C=N/c3nccs3)c(O)o2)cc1`?
Giardia killer: 8; PTAP TSG101 blk: -2%; GALK inhibitor: 0%; B2AR arrestin: -0.4%; PKM2 activator: -3%; Tb PFK inh: 6%; Menin MLL FP TR: 4%; FBPA coupling cs: 1; BCR signal inh: -1%; Integrin act MD: 17%; ASM inhibitor: 6%

What do the screens show for `Cc1cccc(NC(=O)C2CCCN(C(=O)Nc3ccc(F)cc3)C2)c1C` (stereo not given)?
Giardia killer: 4; PTAP TSG101 blk: -4%; GALK inhibitor: 0%; B2AR arrestin: -0.5%; Tb PFK inh: 0%; FBPA coupling cs: 0; BCR signal inh: inconclusive; Integrin act MD: -26%; ASM inhibitor: -5%

What do the screens show for `CCOC(=O)N1CCN(C(=O)COc2ccc(S(=O)(=O)NCc3ccccc3)cc2)CC1`?
Giardia killer: 4; PTAP TSG101 blk: -5%; GALK inhibitor: -1%; B2AR arrestin: -0.2%; PKM2 activator: -1%; Tb PFK inh: -4%; Menin MLL FP TR: 3%; FBPA coupling cs: -1; BCR signal inh: 4%; Integrin act MD: -2%; ASM inhibitor: 1%

How did COC(=O)CC(c1ccc(C#N)cc1)n1c(C)ccc1C (stereo not given) do in these assays?
Giardia killer: -1; PTAP TSG101 blk: -1%; GALK inhibitor: -3%; B2AR arrestin: -0.7%; PKM2 activator: 0%; Tb PFK inh: 3%; Menin MLL FP TR: -5%; FBPA coupling cs: 1; BCR signal inh: 1%; Integrin act MD: -5%; ASM inhibitor: -2%

Results for CC(=O)Nc1cccc(O)c1 ?
Giardia killer: -23; PTAP TSG101 blk: 1%; B2AR arrestin: -0.4%; Tb PFK inh: 1%; Menin MLL FP TR: -4%; FBPA coupling cs: 0; BCR signal inh: 1%; ASM inhibitor: 5%

How did Cc1c(-c2ccccc2)nc2ccccc2c1C(=O)NCc1cccs1 do in these assays?
Giardia killer: -4; PTAP TSG101 blk: 0%; GALK inhibitor: -1%; B2AR arrestin: -0.5%; PKM2 activator: -1%; Tb PFK inh: -6%; Menin MLL FP TR: -5%; FBPA coupling cs: 2; BCR signal inh: 1%; Integrin act MD: 13%; ASM inhibitor: -8%

How did O=C(Nc1ccc2c(c1)OCO2)C1CCN(S(=O)(=O)Cc2ccccc2)CC1 do in these assays?
Giardia killer: -1; PTAP TSG101 blk: -3%; GALK inhibitor: -1%; B2AR arrestin: -0.2%; PKM2 activator: -4%; Tb PFK inh: -1%; Menin MLL FP TR: 0%; FBPA coupling cs: -1; BCR signal inh: 0%; Integrin act MD: 22%; ASM inhibitor: 0%

What do the screens show for `CCOC(=O)c1ccc(NC(=O)NCCc2ccccc2OC)cc1`?
Giardia killer: 4; PTAP TSG101 blk: 0%; GALK inhibitor: -1%; B2AR arrestin: -0.3%; PKM2 activator: 14%; Tb PFK inh: -1%; Menin MLL FP TR: 47%[activator]; FBPA coupling cs: 8; BCR signal inh: inconclusive; Integrin act MD: -19%; ASM inhibitor: -1%

What do the screens show for `O=C(Nc1ccccc1C1CC1)c1cccs1`?
Giardia killer: 15; PTAP TSG101 blk: -3%; GALK inhibitor: 0%; B2AR arrestin: -0.7%; PKM2 activator: -18%; Tb PFK inh: 4%; Menin MLL FP TR: 4%; FBPA coupling cs: -2; BCR signal inh: 4%; Integrin act MD: 11%; ASM inhibitor: 2%

What do the screens show for `O=C(CSc1nnc2ccccn12)NC(=O)c1ccccc1`?
Giardia killer: -13; PTAP TSG101 blk: -1%; B2AR arrestin: -2.5%; Tb PFK inh: 0%; BCR signal inh: -1%; Integrin act MD: 5%; ASM inhibitor: 4%

How did CCc1ccc(Nc2nnc(SCC(=O)NC(=O)CN3CCCC3=O)s2)cc1 do in these assays?
Giardia killer: -4; PTAP TSG101 blk: 2%; B2AR arrestin: -0.3%; Tb PFK inh: -26%; BCR signal inh: inconclusive; Integrin act MD: -13%; ASM inhibitor: -1%

Results for O=C(COC(=O)C1CC2CCCC(C1)C2=O)Nc1ccc(F)c(Cl)c1 (stereo not given) ?
Giardia killer: 11; PTAP TSG101 blk: -6%; B2AR arrestin: -0.3%; Tb PFK inh: -20%; BCR signal inh: inconclusive; Integrin act MD: -21%; ASM inhibitor: -1%

What do the screens show for `CCNC(=S)N/N=C/c1sccc1C`?
GALK inhibitor: 0%; B2AR arrestin: inconclusive; PKM2 activator: -3%; Tb PFK inh: 4%; Menin MLL FP TR: -1%; FBPA coupling cs: 0; BCR signal inh: inconclusive

How did O=C(CNC(=O)c1cccs1)OCC(=O)c1ccc(Cl)cc1 do in these assays?
Giardia killer: -22; PTAP TSG101 blk: -1%; GALK inhibitor: 1%; B2AR arrestin: -0.6%; PKM2 activator: -1%; Tb PFK inh: 3%; Menin MLL FP TR: 9%; FBPA coupling cs: 2; BCR signal inh: -2%; Integrin act MD: -3%; ASM inhibitor: 6%

How did CC(C)(CNCC(O)c1ccccc1)N1CCOCC1 (stereo not given) do in these assays?
Giardia killer: -9; PTAP TSG101 blk: -4%; GALK inhibitor: 0%; B2AR arrestin: -0.3%; PKM2 activator: 7%; Tb PFK inh: 5%; Menin MLL FP TR: 19%; FBPA coupling cs: 1; BCR signal inh: 11%; Integrin act MD: 13%; ASM inhibitor: 1%

How did COc1cc(C(=S)N2CCOCC2)ccc1OC(=O)/C=C/c1ccco1 do in these assays?
Giardia killer: inconclusive; PTAP TSG101 blk: -1%; GALK inhibitor: 1%; B2AR arrestin: -0.5%; PKM2 activator: -7%; Tb PFK inh: -8%; Menin MLL FP TR: 26%; FBPA coupling cs: -3; BCR signal inh: 12%; Integrin act MD: -31%; ASM inhibitor: -1%

What do the screens show for `Cc1cc(C)nc(SCC2COc3ccccc3O2)n1` (stereo not given)?
Giardia killer: -6; PTAP TSG101 blk: 0%; GALK inhibitor: -2%; B2AR arrestin: -1.1%; PKM2 activator: 4%; Tb PFK inh: 0%; Menin MLL FP TR: -3%; FBPA coupling cs: -3; BCR signal inh: 6%; Integrin act MD: -14%; ASM inhibitor: 0%

How did CCOc1ccc(NC(=O)CN(C)C(=O)CCCOc2ccc(Br)cc2)cc1OCC do in these assays?
Giardia killer: -1; PTAP TSG101 blk: -2%; B2AR arrestin: 0.0%; Tb PFK inh: -18%; BCR signal inh: inconclusive; Integrin act MD: 20%; ASM inhibitor: -2%

Results for Cc1csc(NC(=O)CSc2nc3ccccc3c3c2CCCC3)n1 ?
Giardia killer: -11; PTAP TSG101 blk: -2%; GALK inhibitor: -2%; B2AR arrestin: -1.1%; PKM2 activator: -5%; Tb PFK inh: -1%; Menin MLL FP TR: -23%; FBPA coupling cs: 6; BCR signal inh: inconclusive; Integrin act MD: -37%; ASM inhibitor: -6%

What do the screens show for `Cc1ccc(CN2C(=O)C(=O)c3cc(C)ccc32)cc1`?
Giardia killer: 4; PTAP TSG101 blk: -3%; B2AR arrestin: -0.3%; Tb PFK inh: -3%; BCR signal inh: inconclusive; Integrin act MD: -32%; ASM inhibitor: 2%

Results for O=C(CCc1nnc(Cc2ccc(-c3ccccc3)cc2)o1)NCC1CC1 ?
Giardia killer: -20; PTAP TSG101 blk: -3%; GALK inhibitor: 6%; B2AR arrestin: -0.1%; PKM2 activator: 1%; Tb PFK inh: 0%; Menin MLL FP TR: -4%; FBPA coupling cs: 5; BCR signal inh: 3%; Integrin act MD: 0%; ASM inhibitor: -2%

How did CC(C(=O)Nc1ccncc1)(c1ccccc1)c1ccccc1 do in these assays?
Giardia killer: -1; PTAP TSG101 blk: -3%; GALK inhibitor: -1%; B2AR arrestin: -0.1%; PKM2 activator: -28%; Tb PFK inh: 0%; Menin MLL FP TR: -12%; FBPA coupling cs: -1; BCR signal inh: 0%; Integrin act MD: 26%; ASM inhibitor: 7%

Only part of the results is shown. The share of hits here may be higher or lower than overall.
